Compound activity from PubChem.
SENP6 inh: inhibitors of human SENP6 protease | Q9GZR1 | Recombinant SENP6 catalytic domain, aminoluciferin luminescence | inhibition, % at 10 µM | 1.8% of 330,000 active | AID 2599;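 active = inhibition above about 50% at the single tested dose, limit read from the data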;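 note: plate controls were DMSO wells with enzyme for no effect and DMSO wells lacking enzyme for full effect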
PfG6PD inh: PfG6PD (Plasmodium falciparum) enzyme inhibition. 0.78% of 350,000 active. AID 504690. PfGluPho enzyme, NADPH resazurin-diaphorase fluorescence. inhibition, % at 20 µM;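 active = inhibition reaching at least a set limit at 20 µM in the primary screen, cut at about 59% in these data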;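 note: 0% = DMSO wells with substrate and 100% = DMSO wells lacking glucose-6-phosphate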
SENP8 block-1: blocks human SENP8 cleavage of Nedd8 substrate; Q96LD8; recombinant SENP8, Nedd8 substrate fluorescence; inhibition, % at 20 µM; 0.64% of 360,000 active; AID 602440; in the data active = inhibition mostly above about 40%, no sharp cut-off; inactive = mostly below about 27%
SENP1 FRET inh: inhibitors of human SENP1 SUMO protease catalytic domain; Q9P0U3; recombinant SENP1 catalytic domain, CyPet-SUMO1-YPet FRET cleavage; inhibition, % at 10 µM; 0.21% of 360,000 active;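 active = inhibition at least 30% at 10 µM, raw YFP signal under a set limit, fluorescence ratio 0.5 to 1.5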;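 note: 0% = enzyme with DMSO and 100% = no enzyme wells; some results filed as inactive read as strong as hits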
Target sequence (Q9P0U3 419-644 limits assumed): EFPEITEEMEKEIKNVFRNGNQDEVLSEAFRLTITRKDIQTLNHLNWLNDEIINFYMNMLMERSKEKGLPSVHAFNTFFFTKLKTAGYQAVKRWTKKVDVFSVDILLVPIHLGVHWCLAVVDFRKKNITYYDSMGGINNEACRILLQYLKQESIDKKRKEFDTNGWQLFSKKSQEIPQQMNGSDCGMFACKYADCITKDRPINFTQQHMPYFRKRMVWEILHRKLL
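Assay system – human recombinant His6-tagged SENP1 catalytic domain enzyme · Input – SENP1 enzyme, 20 pM final · Buffer or medium – Tris pH 8 buffer plus EDTA, NaCl, BME, BSA, NP40, catalase · Schedule – 50 min reaction at room temperature · Technique – FRET read of cyan and yellow fluorescence · Control set – no-enzyme wells low, DMSO-plus-enzyme wells high control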
HKDC1 inhibitor: blocks human hexokinase HKDC1 activity. 0.16% of 340,000 active. recombinant HKDC1, G6PDH/diaphorase resazurin coupled fluorescence. inhibition, % at 20 µM. Q2TB90;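 active = inhibition above about 35% when tested at 20 µM, limit read from the data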;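 note: plate controls were DMSO wells with enzyme for no effect and DMSO wells lacking enzyme for full effect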
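Assay system – recombinant HKDC1 (HK5) hexokinase enzyme, produced in-house · Input – HKDC1 at 5 µg/mL · Reagent – glucose plus 1 mM ATP as hexokinase substrates · Timing – 90 min reaction incubation at room temperature, dark · Measured by – G6PDH/diaphorase-coupled fluorescence, 1 mM NADP, 100 µM resazurin, 525/613 nm · Benchmarks – DMSO-enzyme wells negative, buffer-substituted wells positive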
MIN6 prolif: MIN6 beta-cell proliferation induction; MIN6 cells proliferation, ATPlite luminescence, 48 h; cells starved in 0.2% serum; 100% = growth in 10% serum; proliferation, % at 10 µM; 0.29% of 330,000 active;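 active = compounds whose signal lies at least 3.5 SD above the mean of all wells on their plate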;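 note: 0% = DMSO-treated cells in low-serum medium and 100% = 10% serum control; some compounds called inactive have numbers as strong as hits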
SENP8 block-2: blocks the human protease SENP8; Q96LD8; purified SENP8, Z-RLRGG-aminoluciferin cleavage, luminescence; inhibition, % at 10 µM; 1.2% of 330,000 active; AID 2540; in the data active = inhibition above about 50%
UBC13 inh: human UBC13 polyubiquitination inhibition. P61088. UBC13 polyubiquitin chain formation, TR-FRET. 0.47% of 330,000 active. inhibition, % at 20 µM; in the data active = inhibition above about 45%, passing the limit was not always enough
Target sequence (P61088 whole entry, looked up): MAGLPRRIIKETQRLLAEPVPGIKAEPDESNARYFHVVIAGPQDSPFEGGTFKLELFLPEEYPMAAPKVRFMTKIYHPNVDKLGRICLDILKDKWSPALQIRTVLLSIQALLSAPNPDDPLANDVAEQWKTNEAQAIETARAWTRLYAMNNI
SENP7 inh: SENP7 protease inhibition; inhibition, % at 5 µM; Q9BQF6; recombinant SENP7, Z-RLRGG-aminoluciferin luminescence, 40 min; 1.5% of 330,000 active;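 active = inhibition above about 50% at the single test dose, limit read from the data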;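 note: plate controls were DMSO with enzyme for no effect and no enzyme buffer wells for full effect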
Target sequence (Q9BQF6 706-1050 limits assumed): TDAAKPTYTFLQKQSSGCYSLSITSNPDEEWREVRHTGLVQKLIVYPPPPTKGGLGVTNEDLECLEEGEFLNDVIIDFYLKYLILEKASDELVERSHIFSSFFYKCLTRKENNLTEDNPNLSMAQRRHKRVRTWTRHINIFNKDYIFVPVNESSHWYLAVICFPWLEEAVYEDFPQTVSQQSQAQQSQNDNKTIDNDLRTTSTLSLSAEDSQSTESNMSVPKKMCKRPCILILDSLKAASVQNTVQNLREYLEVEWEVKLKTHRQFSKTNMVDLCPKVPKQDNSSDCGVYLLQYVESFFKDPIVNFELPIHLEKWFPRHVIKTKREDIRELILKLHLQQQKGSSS
The depositor's hits bear a star; · = not tested or not shown.

Field names – A = SENP6 inh; B = PfG6PD inh; C = SENP8 block-1; D = SENP1 FRET inh; E = HKDC1 inhibitor; F = MIN6 prolif; G = SENP8 block-2; H = UBC13 inh; I = SENP7 inh
COC(=O)CSc1ncc(S(=O)(=O)c2ccccc2)c(=O)[nH]1
  A = 2.0	B = -17.1	C = 9.6	D = 1.0	E = -10.1	F = -2.7	G = -1.5	H = -1.9	I = 8.0
COc1cc(CC(NC(C)=O)C(=O)NC2CCN(C(=O)Nc3ccc(C)cc3)CC2)cc(OC)c1 (stereo not given)
  A = 10.4	B = -2.1	C = 8.3	D = -1.1	E = 0.7	F = -1.1	G = 2.1	H = 4.4	I = 0.8
Cc1cc(C)nc(SCCS(=O)Cc2ccc(Cl)cc2)n1 (stereo not given)
  A = -8.5	B = -6.5	C = 6.2	D = -0.6	E = -5.8	F = 0.4	G = -8.3	H = -2.6	I = -2.5
CCCN1CNC(=S)N(c2ccccc2OCC)C1
  A = -9.2	B = -9.2	C = 0.5	D = 1.7	E = 5.3	F = 0.9	G = -4.8	H = 8.6	I = -0.1
Cc1sc(NC(=O)CSc2nnnn2C)c(C#N)c1C
  A = -14.0	B = -10.7	C = 5.9	D = -3.7	E = 12.1	F = -1.7	G = -14.6	H = 0.1	I = -5.6
Cc1ccc(NC(=O)NNC(=O)COc2ccc3ccccc3c2)cc1
  A = -10.6	B = -12.6	C = 2.7	D = 1.0	E = -2.9	F = -3.1	G = -15.2	H = -3.5	I = -16.9
Cc1ccc(C(=O)Cn2cnc3ccccc3c2=O)cc1C
  A = -4.6	B = -8.6	C = 6.2	D = 2.6	E = -5.8	F = -1.4	G = -0.8	H = 6.0	I = 8.0
COc1ccc(NC(=O)CS(=O)(=O)Cc2ccccc2)c([N+](=O)[O-])c1
  A = 6.0	B = -10.3	C = 10.8	D = 2.7	E = -3.7	F = -2.7	G = -7.7	H = -13.9	I = -6.9
O=C(CCN1CCOCC1)c1ccc(N2CCCCC2)cc1
  A = -9.7	B = 3.1	C = -45.4	D = -1.7	E = -0.8	F = -7.3	G = 1.4	H = 9.2	I = -0.2
O=C(NCCC1=CCCCC1)NC12CC3CC(CC(C3)C1)C2
  A = 5.3	B = 0.7	C = 24.4	D = -0.3	E = -2.3	F = -4.2	G = -7.1	H = -22.9	I = 1.3
CC1CCN(CCc2nc3cc(NC(=O)NC4CCCCC4)ccc3n2C)CC1
  A = 4.1	B = 13.0	C = -5.7	D = 0.1	E = -8.5	F = 0.5	G = 1.0	H = 5.2	I = 1.9
Cc1ccc(NC(=O)c2noc3c2CCCCC3)cc1
  A = 33.5	B = 6.1	C = 9.2	D = 2.8	E = 8.5	F = 0.7	G = 6.9	H = 2.4	I = 18.9
O=C(NC1CCCCC1)C(c1ccncc1)N(C(=O)Cc1cccs1)c1ccccc1 (stereo not given)
  A = -10.1	B = 4.0	C = 3.6	D = -0.7	E = -8.2	F = -2.1	G = 0.0	H = 2.9	I = -2.5
O=C(C#Cc1ccccc1)Nc1cccc(F)c1
  A = 81.4*	B = 31.7	C = 19.3	D = -0.5	E = 3.2	F = -4.4	G = 71.5*	H = -6.4	I = 84.3*
NNC(=O)c1ccc(-c2ccccc2F)cc1
  A = -8.3	B = -4.2	C = 28.0	D = 1.8	E = -5.6	F = -2.7	G = -1.2	H = 0.8	I = -1.7

For convenience, some entries already given.
Field names – A = SENP6 inh; B = PfG6PD inh; C = SENP8 block-1; D = SENP1 FRET inh; E = HKDC1 inhibitor; F = MIN6 prolif; G = SENP8 block-2; H = UBC13 inh; I = SENP7 inh
O=C(C#Cc1ccccc1)Nc1cccc(F)c1
  A = 81.4*	B = 31.7	C = 19.3	D = -0.5	E = 3.2	F = -4.4	G = 71.5*	H = -6.4	I = 84.3*
NNC(=O)c1ccc(-c2ccccc2F)cc1
  A = -8.3	B = -4.2	C = 28.0	D = 1.8	E = -5.6	F = -2.7	G = -1.2	H = 0.8	I = -1.7

3 of these compounds, set out differently.
Values in the order: SENP6 inh, PfG6PD inh, SENP8 block-1, SENP1 FRET inh, HKDC1 inhibitor, MIN6 prolif, SENP8 block-2, UBC13 inh, SENP7 inh
Cc1ccc(C(=O)Cn2cnc3ccccc3c2=O)cc1C
  -4.6, -8.6, 6.2, 2.6, -5.8, -1.4, -0.8, 6.0, 8.0
Cc1sc(NC(=O)CSc2nnnn2C)c(C#N)c1C
  -14.0, -10.7, 5.9, -3.7, 12.1, -1.7, -14.6, 0.1, -5.6
CC1CCN(CCc2nc3cc(NC(=O)NC4CCCCC4)ccc3n2C)CC1
  4.1, 13.0, -5.7, 0.1, -8.5, 0.5, 1.0, 5.2, 1.9

Molecules from the list above that have fluorine, in the order listed:
Field names – A = SENP6 inh; B = PfG6PD inh; C = SENP8 block-1; D = SENP1 FRET inh; E = HKDC1 inhibitor; F = MIN6 prolif; G = SENP8 block-2; H = UBC13 inh; I = SENP7 inh
O=C(C#Cc1ccccc1)Nc1cccc(F)c1
  A = 81.4*	B = 31.7	C = 19.3	D = -0.5	E = 3.2	F = -4.4	G = 71.5*	H = -6.4	I = 84.3*
NNC(=O)c1ccc(-c2ccccc2F)cc1
  A = -8.3	B = -4.2	C = 28.0	D = 1.8	E = -5.6	F = -2.7	G = -1.2	H = 0.8	I = -1.7

Remaining list, next part
Field names – A = SENP6 inh; B = PfG6PD inh; C = SENP8 block-1; D = SENP1 FRET inh; E = HKDC1 inhibitor; F = MIN6 prolif; G = SENP8 block-2; H = UBC13 inh; I = SENP7 inh
O=C(OCC(=O)N1CCN(c2ccccc2)CC1)C1CCCN1S(=O)(=O)c1ccc(Cl)cc1 (stereo not given)
  A = -12.0	B = 15.9	C = 16.9	D = 0.6	E = 2.7	F = -5.1	G = -0.9	H = 1.4	I = -2.3
O=C(NC1CCCC1)C(c1ccncc1)N(C(=O)Cc1cccs1)c1ccc(F)cc1 (stereo not given)
  A = 12.7	B = -3.2	C = 12.3	D = 0.3	E = -4.5	F = -0.6	G = 4.5	H = 2.3	I = 0.6
O=C(CP(=O)(O)CC(=O)c1ccccc1)c1ccccc1
  A = 5.1	B = -13.3	C = 0.2	D = -0.2	E = -9.8	F = -0.8	G = -0.6	H = -1.2	I = 10.3
COc1ccc(-n2c(N)cc(=O)nc2SCC(=O)NC2CCCCC2)cc1
  A = ·	B = -10.9	C = 11.9	D = -1.9	E = -4.4	F = ·	G = ·	H = ·	I = ·
NC(=O)CSc1nnc(COc2cccc3ccccc23)o1
  A = -0.3	B = 14.6	C = 8.2	D = 3.8	E = 0.0	F = -0.7	G = -2.4	H = 5.3	I = 8.0
OCC#CCSc1nnc(-c2ccncc2)o1
  A = -3.7	B = 4.2	C = 5.0	D = -1.5	E = -5.4	F = -0.8	G = -7.7	H = 0.8	I = 7.1
C=CCNC(=O)c1c(CSc2ccc(Cl)cc2)noc1C(=O)NCc1ccccc1
  A = -10.8	B = 20.3	C = 3.4	D = 0.9	E = 8.0	F = -8.5	G = -2.0	H = 8.9	I = -4.8
C/C(=N\NC(N)=O)c1c(F)cccc1F
  A = -7.1	B = -1.2	C = 8.1	D = -0.9	E = -4.0	F = -1.9	G = -7.2	H = -11.5	I = -7.7
OCCN1CCN(CC(O)COCCOc2ccc(Br)cc2)CC1 (stereo not given)
  A = 1.7	B = 8.9	C = 15.7	D = 3.5	E = -14.9	F = 0.0	G = -1.4	H = 3.4	I = 7.8
Cc1cc(C)c(S(=O)(=O)c2cccc(C(F)(F)F)c2)c(=O)[nH]1
  A = -9.5	B = -9.1	C = -114.7	D = -0.9	E = -5.5	F = -1.5	G = 3.8	H = 0.0	I = -3.9
Cc1cc(NC(=O)COC(=O)CNS(=O)(=O)c2ccc(C)c(C)c2)no1
  A = -15.7	B = -17.3	C = 4.7	D = 3.0	E = 11.3	F = 5.4	G = -1.2	H = -4.6	I = -7.0
c1cc(SC2CCCCC2)cc(-c2nc3cnccn3c2NC2CCCCC2)c1
  A = -2.7	B = 16.7	C = -496.7	D = -27.2	E = 9.7	F = -6.3	G = -3.0	H = -2.2	I = -3.1
